Cav3 T inh = Cav3.2 calcium influx blockers – cell-based, Fluo-4 calcium fluorescence, FDSS, MLSMR library, primary screen. B-score at 10 µM. Voltage-dependent T-type calcium channel subunit alpha-1H (Homo sapiens), O95180. Cav3.2-expressing cells; active compounds read low. hit rate 4% among 100,000;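 active means single-dose well whose peak fluorescence ratio is a statistical outlier from its plate by either plate-standardised score or position-corrected B-score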
Target sequence (O95180 whole entry, looked up): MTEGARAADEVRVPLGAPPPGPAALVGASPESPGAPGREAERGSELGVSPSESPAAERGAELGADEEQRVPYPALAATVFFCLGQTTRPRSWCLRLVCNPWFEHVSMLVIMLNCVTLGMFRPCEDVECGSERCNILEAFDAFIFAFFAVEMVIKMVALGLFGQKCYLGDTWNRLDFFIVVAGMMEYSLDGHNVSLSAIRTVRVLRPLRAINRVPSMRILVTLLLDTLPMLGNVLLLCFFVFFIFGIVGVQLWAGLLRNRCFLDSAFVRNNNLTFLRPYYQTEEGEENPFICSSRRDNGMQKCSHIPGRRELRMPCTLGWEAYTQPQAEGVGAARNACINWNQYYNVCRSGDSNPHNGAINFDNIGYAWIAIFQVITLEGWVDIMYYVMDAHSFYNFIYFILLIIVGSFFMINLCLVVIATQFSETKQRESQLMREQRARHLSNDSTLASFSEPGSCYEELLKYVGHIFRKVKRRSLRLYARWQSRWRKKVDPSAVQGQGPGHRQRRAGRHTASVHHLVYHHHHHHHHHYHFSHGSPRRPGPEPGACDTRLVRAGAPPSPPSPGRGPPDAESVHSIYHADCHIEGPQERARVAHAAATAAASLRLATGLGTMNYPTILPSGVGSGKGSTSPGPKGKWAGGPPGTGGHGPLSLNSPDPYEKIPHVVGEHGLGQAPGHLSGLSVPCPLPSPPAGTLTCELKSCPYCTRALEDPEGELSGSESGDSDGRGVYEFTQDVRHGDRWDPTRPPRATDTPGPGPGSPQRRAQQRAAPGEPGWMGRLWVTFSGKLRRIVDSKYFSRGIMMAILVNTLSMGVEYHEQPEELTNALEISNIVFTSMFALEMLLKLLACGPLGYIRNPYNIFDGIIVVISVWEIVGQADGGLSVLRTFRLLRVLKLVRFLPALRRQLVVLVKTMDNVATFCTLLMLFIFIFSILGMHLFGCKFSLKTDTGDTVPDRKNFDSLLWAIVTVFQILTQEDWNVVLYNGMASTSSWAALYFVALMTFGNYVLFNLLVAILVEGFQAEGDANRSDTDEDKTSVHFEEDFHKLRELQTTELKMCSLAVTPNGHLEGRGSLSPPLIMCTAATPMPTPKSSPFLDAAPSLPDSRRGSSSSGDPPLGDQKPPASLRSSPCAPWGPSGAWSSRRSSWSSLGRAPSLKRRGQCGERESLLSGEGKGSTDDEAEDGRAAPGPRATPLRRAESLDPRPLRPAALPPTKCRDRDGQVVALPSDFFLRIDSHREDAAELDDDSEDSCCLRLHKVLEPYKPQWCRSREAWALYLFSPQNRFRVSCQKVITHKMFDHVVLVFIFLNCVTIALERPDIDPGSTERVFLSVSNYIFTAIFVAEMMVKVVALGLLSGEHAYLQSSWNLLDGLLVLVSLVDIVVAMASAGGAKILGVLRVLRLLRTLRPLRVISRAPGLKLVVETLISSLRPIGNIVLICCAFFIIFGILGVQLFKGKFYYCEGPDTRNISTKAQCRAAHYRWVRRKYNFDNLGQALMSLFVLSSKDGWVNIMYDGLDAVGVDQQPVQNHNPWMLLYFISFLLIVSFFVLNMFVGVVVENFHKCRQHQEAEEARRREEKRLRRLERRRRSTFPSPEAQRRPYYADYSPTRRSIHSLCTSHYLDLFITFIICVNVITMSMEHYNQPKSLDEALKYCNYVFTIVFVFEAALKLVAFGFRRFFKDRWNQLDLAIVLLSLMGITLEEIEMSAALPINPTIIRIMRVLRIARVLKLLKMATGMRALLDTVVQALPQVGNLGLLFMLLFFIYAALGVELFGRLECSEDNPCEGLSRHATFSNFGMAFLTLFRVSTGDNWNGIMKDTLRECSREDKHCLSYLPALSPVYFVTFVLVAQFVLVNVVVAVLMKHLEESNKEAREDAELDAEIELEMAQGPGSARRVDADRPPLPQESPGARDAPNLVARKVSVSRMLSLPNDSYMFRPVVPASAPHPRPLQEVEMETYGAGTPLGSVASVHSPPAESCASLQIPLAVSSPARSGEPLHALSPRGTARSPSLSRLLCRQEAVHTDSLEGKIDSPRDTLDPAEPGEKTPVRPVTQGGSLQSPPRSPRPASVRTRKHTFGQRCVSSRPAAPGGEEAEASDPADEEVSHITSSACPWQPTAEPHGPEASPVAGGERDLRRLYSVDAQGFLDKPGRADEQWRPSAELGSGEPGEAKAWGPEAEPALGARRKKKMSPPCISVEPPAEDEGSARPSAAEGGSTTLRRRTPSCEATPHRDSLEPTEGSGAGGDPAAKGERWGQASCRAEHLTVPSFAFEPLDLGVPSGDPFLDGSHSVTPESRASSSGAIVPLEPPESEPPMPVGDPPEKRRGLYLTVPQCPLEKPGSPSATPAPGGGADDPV
* = called active by the depositor. Only part of the results is shown; the hit share may differ from the screen's.

SMILES	Cav3 T inh
CCC(=O)N1c2ccc(S(=O)(=O)CCC(=O)N3CCn4c3nc3ccccc34)cc2CC1C (stereo unspecified)	0.36
Cc1oc(C(=O)Nc2ccc(O)cc2)cc1COc1ccccc1	0.54
CCOc1cccc(NC(=O)C2CCCN(S(=O)(=O)c3ccc(OC)cc3)C2)c1 (stereo unspecified)	-4.3
COCCNC(=O)c1ccccc1NC(=O)c1ccc(OC)c(OC)c1	0.14
CC(C)CCNC(=O)CN(C)S(=O)(=O)c1cccc2nsnc12	-0.58
O=C(CN1CCC(n2nnc3ccccc32)CC1)NCc1cccs1	1.3
Fc1cccc2sc(N3CCOCC3)nc12	0.0046
CCN(c1ccc(OC)cc1)c1ncnc2nc[nH]c12	0.25
CCOC(=O)C1=C(C)N=c2s/c(=C/c3ccccc3)c(=O)n2C1c1ccc(OC)c(OC)c1 (stereo unspecified)	-0.33
COc1ccc(S(=O)(=O)NCCOc2ccccc2)cc1OC	1.5
CC(=O)NC(CCS(C)(=O)=O)C(=O)N1CCc2ccccc21 (stereo unspecified)	1.2
COc1ccc(N2CCN(C(=O)CN(c3ccccc3)S(C)(=O)=O)CC2)cc1	0.21
O=C(O)CNc1nc(Cl)ccc1[N+](=O)[O-]	-0.054
CC(NCCO)C(=O)C12CC3CC(CC(C3)C1)C2 (stereo unspecified)	-0.21
COc1cccc(C(=O)Nc2ccc(NC(=O)C(C)C)nc2)c1	0.17
CCCCc1cc(=O)oc2c(CN(C)C)c(O)c(Cl)cc12	0.37
CCn1nnnc1SCC(=O)N1CCc2ccccc21	1.4
CCc1nc2ccccc2n1Cc1ccccc1OC	-1.9
CC(=O)c1c(C)[nH]c(C(=O)N2CCN(c3ccc(F)cc3)CC2)c1C	0.95
O=C(Nc1ccc2c3c(cccc13)CC2)c1ccco1	-1.5
Cc1ccccc1-n1nc(C(=O)c2cccs2)cc(-c2nc3ccccc3[nH]2)c1=N	-0.11
CN(C)S(=O)(=O)c1ccc(N2CCOCC2)nc1	0.084
Cc1c(C(=O)NCc2ccc3c(c2)OCO3)oc2ccc(S(=O)(=O)N3CCCCC3)cc12	-1.8
CN(C)S(=O)(=O)N1CCC(Cc2ccccc2)CC1	-1.1
CN(C)/C=N/c1nc2ccc3c(c2s1)CCCC3	-0.27
N#CCCN1CCN(S(=O)(=O)c2ccc(S(=O)(=O)NCC3CCCO3)cc2)CC1 (stereo unspecified)	1.4
Cc1[nH]c2ccccc2c1C(=O)CSc1ncn[nH]1	0.29
CCOc1cc(CNc2ccc(Br)cc2)cc(Br)c1OCC(=O)NC(C)(C)C	-0.79
CS(=O)(=O)N(CC(=O)N1CCCC1)c1cccc(Cl)c1Cl	-0.54
CCCCNC(=O)CCSc1nc2nc(C)cc(C)n2n1	0.29
CC(=O)Nc1nnc(SCC(=O)N2CCN(Cc3ccccc3)CC2)s1	0.11
CC(C)c1ccc(NC(=O)CSc2nc3c(c(=O)[nH]2)CCC3)cc1	0.2
c1ccc(N2CCN(c3ccccc3)C2c2ccncc2)cc1	-2.2
COc1ccc(N2C(=O)C3CCCN3C2c2ccccc2)cc1 (stereo unspecified)	-0.2
Cc1c(NC(=O)c2cccc(F)c2)c(=O)n(-c2ccccc2)n1C	0.3
O=C(Nc1ccc2nc(-c3cccnc3)[nH]c2c1)c1ccco1	-0.049
c1coc(CNCc2cccs2)c1	0.69
CCOC(=O)c1ccc(N2C(=O)C(C)=C(C)C2=O)cc1	0.16
CC(=O)c1cc2c(cc1NC(=O)c1c(-c3ccccc3)noc1C)OCO2	-0.8
O=C1c2ccccc2C(=O)N1Cc1ccco1	0.065
COc1ccc(OC)c(NC(=O)C2CCN(c3nc(C)cc(C)n3)CC2)c1	-0.57
Cc1cc(C(=O)Nc2ccccn2)cs1	0.56
O=C(COc1ncnc2ccccc12)N1CCN(S(=O)(=O)c2ccccc2)CC1	0.95
O=C(O)CCC(=O)NCc1ccc2[nH]c3c(c2c1)CCCC3	-0.37
CSc1ccc(-c2c(C#N)c(N)nc3c2CCCC3)cc1	0.95
CC1=C(C(N)=O)C(c2ccccc2)n2nc(-c3cccs3)nc2N1 (stereo unspecified)	-1.3
CC(C)(C)c1ccc(S(=O)(=O)N2C=CC(C(F)(F)F)=NCC2)cc1	-0.57
O=C(Cn1c(=O)sc2ccccc21)Nc1ccccc1C(=O)O	-0.0085
Cc1ccnc(Sc2nc3c(c(=O)[nH]c(=O)n3C)n2CCCc2ccccc2)n1	-0.16
CN(C)S(=O)(=O)Oc1cccc(C(=O)Nc2cccc(Cl)c2)c1	-3.1

More structures
SMILES	Cav3 T inh
CCCNC(=O)c1c(NC(=O)C2COc3ccccc3O2)sc2c1CCCC2 (stereo unspecified)	-0.13
COc1ccc(OC)c(/C=C/C(=O)c2ccc(Cl)cc2)c1	-2.8
COc1cc2oc(=O)ccc2c(OC)c1CC(O)C(C)(C)O (stereo unspecified)	-0.14
COc1ccccc1Nc1nc(-c2sc(NC(=O)c3ccco3)nc2C)cs1	0.95
CC(Oc1ccc(Cl)cc1)C(=O)Nc1nccs1 (stereo unspecified)	-0.48
CCCCNC(=O)Nc1ccnn1C1CCCCC1	-0.093
Cc1c(Nc2nc3ccccc3nc2NS(=O)(=O)c2cccs2)c(=O)n(-c2ccccc2)n1C	1.1
CCCN(CCC(=O)Nc1cc(OC)cc(OC)c1)CC1CC1	0.49
CSc1nccc(-c2cc(Cl)sc2Cl)n1	0.9
CC(=O)c1sc(NC(=O)C(C)(C)C)nc1C	1
CCOC(=O)c1c(-c2cccs2)csc1NC(=O)c1ccncc1	-0.64
CSc1nc(-c2ccco2)nn1S(C)(=O)=O	-0.0045
Cc1cccc(-n2c(O)c(C=NC3CCS(=O)(=O)C3)c3ccccc3c2=O)c1 (stereo unspecified)	0.95
CCOC(=O)N1CCC(n2c(SCC(=O)NCCC3=CCCCC3)nc3ccccc3c2=O)CC1	-5.1*
NC(=O)COc1ccc(/C=N/NC(=O)C2CCCN2S(=O)(=O)c2ccc(Cl)cc2)cc1 (stereo unspecified)	0.014
CCCCn1c(-c2ccc([N+](=O)[O-])cc2)n[nH]c1=S	2
CCn1c(SCC(=O)NCC(=O)Nc2ccc(F)cc2)nnc1-c1cccs1	0.49
CCS(=O)(=O)NCc1cn2c(C)csc2n1	0.12
COc1ccc(OC)c(NC2c3ncccc3C(=O)N2Cc2ccco2)c1 (stereo unspecified)	-1.4
COC(=O)COC(=O)c1ccc(-n2nnnc2SC)cc1	0.021
CCN(CC)CCNC(=O)NC1CCCCC1	0.23
O=C(CCn1c(=O)c2sccc2n(CC(=O)NCc2ccco2)c1=O)NCc1ccccc1	0.89
CCOC(=O)c1[nH]c(Cc2[nH]c(C(=O)OCC)c(C)c2CCC(=O)OC)c(CCC(=O)OC)c1C	-8.4*
COc1cc(OC)c2ccc(=O)oc2c1C(CCN1CCN(c2ccccc2)CC1)c1ccc(N(C)C)cc1 (stereo unspecified)	-1.6
CSc1nc(C)cc(OCCO)n1	0.39
Cc1cc(C)cc(N(CC(=O)N2CCN(c3ccccc3)CC2)S(=O)(=O)c2c(C)noc2C)c1	-2.1
COc1cccc(C(=O)NC2CCSC2=O)c1 (stereo unspecified)	0.15
CN(C(=O)c1ccccn1)c1nnc(-c2cnccn2)s1	0.2
CC12COC3(C(=O)Nc4ccc(Cl)cn4)CC1CCC32C (stereo unspecified)	0.64
Cc1ccc2nc(-c3ccc(NC(=O)C4CCCO4)cc3)[nH]c2c1 (stereo unspecified)	0.27
COc1ccc(/C=C(/C#N)C(=O)Nc2ccc(C)cc2C)cc1C(=O)O	0.78
COC(=O)c1ccc2c(=O)n(CCCN3CCOCC3)c(=S)[nH]c2c1	1.2
O=C(NCC1CCCO1)C1CCN(S(=O)(=O)c2cccc3cccnc23)CC1 (stereo unspecified)	-0.76
CCCn1nnc(NC(=O)c2cccc(OCC)c2)n1	0.76
CCOC(=O)C(Sc1nn(C)c(=S)s1)C(C)=O (stereo unspecified)	-0.15
COc1cc(N/C=C(\C(C)=O)c2ccccc2)cc(OC)c1	-1.4
CCOC(=O)Cc1c(C)nc2cc(-c3ccc(C)cc3)[nH]n2c1=O	0.31
COc1cccc(C2C=C(c3ccc(Br)s3)Nc3ncnn32)c1OC (stereo unspecified)	-0.65
Cc1ccc(C(=O)NC(=S)NCC2CCCO2)cc1 (stereo unspecified)	0.91
O=C1CC(N2CCC(c3nc4ccccc4s3)CC2)C(=O)N1 (stereo unspecified)	-0.17

Another view of some results above.
SMILES | Cav3 T inh
O=C(CCn1c(=O)c2sccc2n(CC(=O)NCc2ccco2)c1=O)NCc1ccccc1 | 0.89
CCOC(=O)c1[nH]c(Cc2[nH]c(C(=O)OCC)c(C)c2CCC(=O)OC)c(CCC(=O)OC)c1C | -8.4*
COc1cc(OC)c2ccc(=O)oc2c1C(CCN1CCN(c2ccccc2)CC1)c1ccc(N(C)C)cc1 (stereo unspecified) | -1.6
CSc1nc(C)cc(OCCO)n1 | 0.39
Cc1cc(C)cc(N(CC(=O)N2CCN(c3ccccc3)CC2)S(=O)(=O)c2c(C)noc2C)c1 | -2.1
COc1cccc(C(=O)NC2CCSC2=O)c1 (stereo unspecified) | 0.15
CN(C(=O)c1ccccn1)c1nnc(-c2cnccn2)s1 | 0.2
CC12COC3(C(=O)Nc4ccc(Cl)cn4)CC1CCC32C (stereo unspecified) | 0.64
Cc1ccc2nc(-c3ccc(NC(=O)C4CCCO4)cc3)[nH]c2c1 (stereo unspecified) | 0.27
COc1ccc(/C=C(/C#N)C(=O)Nc2ccc(C)cc2C)cc1C(=O)O | 0.78
COC(=O)c1ccc2c(=O)n(CCCN3CCOCC3)c(=S)[nH]c2c1 | 1.2
O=C(NCC1CCCO1)C1CCN(S(=O)(=O)c2cccc3cccnc23)CC1 (stereo unspecified) | -0.76
CCCn1nnc(NC(=O)c2cccc(OCC)c2)n1 | 0.76
CCOC(=O)C(Sc1nn(C)c(=S)s1)C(C)=O (stereo unspecified) | -0.15
COc1cc(N/C=C(\C(C)=O)c2ccccc2)cc(OC)c1 | -1.4
CCOC(=O)Cc1c(C)nc2cc(-c3ccc(C)cc3)[nH]n2c1=O | 0.31
COc1cccc(C2C=C(c3ccc(Br)s3)Nc3ncnn32)c1OC (stereo unspecified) | -0.65
Cc1ccc(C(=O)NC(=S)NCC2CCCO2)cc1 (stereo unspecified) | 0.91
O=C1CC(N2CCC(c3nc4ccccc4s3)CC2)C(=O)N1 (stereo unspecified) | -0.17

(next part)
SMILES	Cav3 T inh
O=c1oc2c3c4c(cc2s1)CCCN4CCC3	-1.7
Cn1c(=O)[nH]c(=O)c2c1nc(CN1CCN(c3cccc(Cl)c3)CC1)n2CCc1ccccc1	-1.4
O=C(CCCn1c(=O)c2ccccc2n(Cc2ccccc2)c1=O)NCc1ccco1	0.031
Cc1cc(C)n2nc(C(=O)Nc3nnc(C4CC4)s3)nc2n1	-0.63
COc1ccc(Br)cc1CNc1ccc(O)cc1	0.014
CCCCNC(=O)C1CCN(S(=O)(=O)c2c(C)noc2/C=C\c2ccc(OC)cc2)CC1	0.1
O=C(O)c1nc(N2CCCC2)ncc1Cl	0.22
CCOC(=O)N1CCN(C(=O)Cn2ccc3ccccc3c2=O)CC1	-0.28
CSc1cccc(NC(=O)C2CCN(S(=O)(=O)c3ccc(F)cc3)CC2)c1	-2.6
O=C(O)CCc1nn2c3ccccc3nc2n(CCN2CCCCC2)c1=O	0.094
COc1ccc(CN2CCC(=O)NC2=O)cc1	1.1
O=C(NC(=S)Nc1ccc(S(=O)(=O)N2CCCCC2)cc1)c1ccccc1	0.41
CCO[C@H]1OC(C(=O)NCc2ccccc2)=C[C@@H](C2CCCCC2)[C@@H]1CCCO	-1.2
S=c1[nH]nc(CCc2ccccc2)n1Cc1ccccc1	0.69
CC(C)(C)Nc1nc(Oc2ccc(=O)n(-c3ccccc3)n2)nc(N2CCOCC2)n1	-2
C/C(Nc1ccc(Cl)cc1)=C(/C#N)C(N)=O	0.24
Clc1ccccc1CSc1nnc(-c2ccccn2)n1Cc1ccco1	-3.1
CCCc1cc(N2CCCC2)n2nc(C)c(-c3ccccc3)c2n1	-0.15
CCN(CC)C(=O)COC(=O)c1ccc(O)cc1	-0.23
Cc1noc(C)c1C(=O)OCC(=O)Nc1cc(Cl)ccc1Oc1ccccc1	-2.3
CCOC(=O)c1c(NC(=O)CSc2nnnn2-c2ccc(OC)cc2)sc(C)c1C	0.89
Cc1c(CCOC(=O)C23CC4CC(CC(C)(C4)C2)C3)sc[n+]1Cc1ccccc1	1.4
O=C(/C=C/c1ccc(-c2ccccc2[N+](=O)[O-])o1)c1ccc(Br)cc1	-0.34
C=CCn1c(SCC(=O)Nc2ccc3c(c2)OCO3)nnc1-c1ccccc1	0.43
NC(=O)C1CCN(Cc2nc(-c3ccccc3)no2)CC1	0.96
S=c1nn[nH]n1C12CC3CC(CC(C3)C1)C2	-2.6
N#Cc1nc(-c2ccco2)oc1NCCCn1ccnc1	-5.8e-06
CCOC(=O)N1CCN(C(=O)CCN2C(=O)COc3ccccc32)CC1	0.29
O=C(OCC(=O)N1CCN(C(=O)c2ccco2)CC1)c1cc(-c2ccco2)nc2ccccc12	1
NC(=S)N/N=C\c1ccc(-c2cccc(Cl)c2Cl)o1	0.94
COc1ccccc1-c1noc(-c2cccs2)n1	-0.95
CC(C)(C)NC(=O)c1ccc2nccnc2c1	0.057
Cc1onc(-c2ccccc2)c1-c1ccc(S(N)(=O)=O)cc1	1.2
COCC(C)n1c(C)cc(C(=O)CN2C(=O)NC(Cc3c[nH]c4ccccc34)C2=O)c1C (stereo unspecified)	-0.76
O=C(NC(=S)Nc1ccc(S(=O)(=O)N2CCCCC2)cc1)c1ccc(Cl)cc1	-0.27
CCCCC1=CC2=CC(=O)C(C)(OC(=O)CC)C(=O)C2=CO1 (stereo unspecified)	-0.63
COc1ccc(Cl)cc1Nc1nc(-c2sc(NC(=O)c3ccccc3)nc2C)cs1	0.53
CCN(CC)c1nc(OCCNC(=O)Nc2ccccc2)nc(N(CC)CC)n1	-10*
COc1cc(/C=N/c2oc(-c3ccccc3)cc2C#N)ccc1O	-0.42
FC(F)(F)c1cccc(Nc2ncnc3ccccc23)c1	0.0005
CCCCCC(=O)N1CCN(c2ccc(C(C)=O)cc2F)CC1	0.58
COCCNc1oc(-c2ccc(Cl)cc2)nc1C#N	-0.11
CCOc1ccc2nc(NC(=O)CSc3nc4ccccc4c(=O)n3Cc3ccco3)sc2c1	-2.5
Cc1ccc(-c2ccc(C(=O)Nc3cccc(F)c3)o2)c2ccccc12	-0.32
S=C(N/N=C/c1ccccc1Cl)Nc1ccccc1	-0.15

Source: PubChem
